Source: PubChem BioAssay
TRPC4 agonist – TRPC4 (mouse) channel activation; Q9QUQ5; AID 2237; 310,000 compounds, 0.49% hits; HEK293 TRPC4beta/mu-opioid, Fluo4 calcium fluorescence; stronger effect = higher value; B-score at 10 µM;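 active = B-score above 5 SD of library B-scores, and initial fluorescence ratio not above library mean plus 5 SD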;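 note: positive B-score marks a calcium rise read as TRPC4 activation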
Target sequence (Q9QUQ5 whole entry, looked up): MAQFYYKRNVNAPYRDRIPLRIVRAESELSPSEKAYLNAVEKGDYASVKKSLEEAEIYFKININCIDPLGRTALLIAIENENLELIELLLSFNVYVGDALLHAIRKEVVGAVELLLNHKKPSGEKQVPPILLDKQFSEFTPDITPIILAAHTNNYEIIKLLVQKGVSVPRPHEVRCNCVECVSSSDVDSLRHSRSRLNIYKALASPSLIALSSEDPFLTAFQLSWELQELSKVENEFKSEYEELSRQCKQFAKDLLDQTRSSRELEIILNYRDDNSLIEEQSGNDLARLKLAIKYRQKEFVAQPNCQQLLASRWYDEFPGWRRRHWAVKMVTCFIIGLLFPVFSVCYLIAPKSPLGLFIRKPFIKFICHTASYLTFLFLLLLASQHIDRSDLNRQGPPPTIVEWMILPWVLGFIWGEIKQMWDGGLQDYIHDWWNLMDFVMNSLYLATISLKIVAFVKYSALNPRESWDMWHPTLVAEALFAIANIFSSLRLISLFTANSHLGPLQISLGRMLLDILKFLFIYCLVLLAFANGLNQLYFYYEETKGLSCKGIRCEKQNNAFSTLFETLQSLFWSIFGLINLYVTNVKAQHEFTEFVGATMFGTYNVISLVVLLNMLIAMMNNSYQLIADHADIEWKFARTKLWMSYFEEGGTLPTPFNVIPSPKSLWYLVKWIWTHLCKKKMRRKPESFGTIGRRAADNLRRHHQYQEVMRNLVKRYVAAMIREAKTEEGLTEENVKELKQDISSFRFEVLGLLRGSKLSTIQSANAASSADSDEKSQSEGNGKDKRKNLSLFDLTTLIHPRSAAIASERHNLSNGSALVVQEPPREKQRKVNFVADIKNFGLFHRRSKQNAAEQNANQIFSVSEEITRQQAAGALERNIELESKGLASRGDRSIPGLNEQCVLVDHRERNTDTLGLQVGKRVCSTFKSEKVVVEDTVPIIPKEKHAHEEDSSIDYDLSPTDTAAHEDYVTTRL
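Assay system: HEK293 cells stably co-expressing mouse TRPC4beta and mu-opioid receptor / Timing: Fluo4 dye loading 45 min at room temperature, 110 s recording / Signal: Fluo4 calcium-sensitive dye fluorescence, kinetic, 1 Hz baseline / Read-out: integrated baseline-normalised fluorescence ratio, converted to per-well B score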
MrgX1 ag – agonists of human MrgX1 receptor. AID 588627. Q96LB2. 310,000 compounds, 0.44% hits. MrgX1-HEK293 cells, Fluo-4 calcium fluorescence, agonist mode; stronger effect = higher value. B-score at 10 µM;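 active = calcium response B-score plate-corrected fluorescence ratio at least 3 library SD, with starting fluorescence B-score inside 5 SD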
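System: HEK293 cells stably expressing human MrgX1 receptor; Dosing: test compound in the initial addition of three; Schedule: overnight plating, then 30 min 37 °C plus 30 min room-temperature dye loading; Detection: kinetic calcium dye fluorescence, Fluo-4 NW; Controls: per-plate positive and negative controls for Z′ factor.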
TRPC6 activator – activators of mouse TRPC6 channel; B-score at 10 µM; 310,000 compounds, 0.13% hits; HEK293-TRPC6 membrane potential dye fluorescence; stronger effect = higher value; Q61143;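 active = B-score of the integrated fluorescence ratio above library mean plus 3 SD, and starting fluorescence ratio within library mean plus 5 SD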;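 note: higher score means more depolarization so channel activation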
PolyA inhibitor – inhibitors of polyadenylation in S. cerevisiae. S. cerevisiae SKY197-pL101 polyadenylation reporter, beta-gal luminescence; efflux-impaired pdr1/pdr3 knockout yeast; score 100 = 6 SD above DMSO. calls only at 12 µM. 300,000 compounds, 0.02% hits;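 active = lowest replicate activity score at least 50, where 100 means six control SD above control mean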;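 note: yeast exposed to compound for 9 h at 30 °C; higher score means more reporter readthrough which indicates perturbed polyadenylation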
TRPC4 inh – blocks the mouse TRPC4 cation channel; HEK293 TRPC4beta/mu-opioid, DAMGO-evoked Fluo4 calcium flux; stronger effect = lower value; Q9QUQ5; AID 2247; B-score at 10 µM; 300,000 compounds, 0.39% hits;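 active = B-score over 3 SD under the library average, no early fluorescence shift, positive overall ratio signal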
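System: stable TRPC4beta/mu-opioid receptor HEK293 cells; Dosing: single-point compound dosing; Measured by: Fluo4 Ca2+ flux fluorescence; Read-out basis: per-well B score of integrated baseline-normalized Fluo4 ratio.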
TRPC4 PAM – allosterically enhances the mouse TRPC4 cation channel; Q9QUQ5; HEK293 TRPC4beta/mu-opioid, DAMGO EC20, Fluo-4 Ca2+ flux; stronger effect = higher value; B-score at 10 µM; 310,000 compounds, 0.42% hits; AID 2227;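 active = B-score of calcium response area above 5 SD of library B-scores, with initial fluorescence ratio within 5 SD of library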;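 note: B-score of integrated fluorescence ratio over time as area under calcium response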
MrgX1 antag – human MrgX1 receptor antagonism, primary screen. Q96LB2. MRGX1-HEK293 calcium flux, Fluo-4, BAM8-22 antagonism; stronger effect = lower value. B-score at 10 µM. 310,000 compounds, 1.3% hits. AID 588676;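 active = calcium-response B-score plate-corrected more than 3 library SD below zero, starting fluorescence within 5 deviations, no agonist response on first addition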;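 note: peak minus trough fluorescence over baseline after final BAM8-22 challenge near maximal dose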
HIF activator – HIF pathway transcriptional activation | activation, % at 7.5 µM (by protocol) | 300,000 compounds, 0.32% hits | U2OS HRE-luciferase reporter, luminescence; normalized: DMSO 0%, desferrioxamine 100%;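 active = mean activation of at least 10% of the iron chelator positive control signal, with at least half of replicates also reaching 10%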
AI-2 QS mod – modulators of Vibrio harveyi AI-2 quorum sensing system; activity change, % at 7.5 µM; Vibrio harveyi JMH597 AI-2 luminescence/OD600 ratio, 9 h; stronger effect = lower value; strain lacks LuxN and CqsS sensors; 0 = neutral-control median; 300,000 compounds, 0.4% hits; in the data active = activity change below about -75%, passing the limit was not always enough;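 note: luminescence divided by OD600 gain over 9 h not by final OD600 alone; inactives centre near 13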
TRPC6 inhibitor – blocks the mouse TRPC6 cation channel; 310,000 compounds, 1.1% hits; Q61143; HEK293-TRPC6, membrane potential dye, ACh-evoked depolarization; stronger effect = lower value; B-score at 10 µM;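 active = B-score under library mean minus 3 SD, initial fluorescence not abnormally high, positive integrated signal ratio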;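 note: B-score derived from integrated fluorescence ratio over the kinetic read; more negative B-score means stronger inhibition of depolarization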
MrgX1 PAM – human MrgX1 positive allosteric modulation, primary screen; MrgX1-HEK293, Fluo-4 calcium flux, FDSS; stronger effect = higher value; B-score at 10 µM; 310,000 compounds, 0.63% hits;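 active = plate-corrected calcium response at least 3 library SD above typical, normal starting fluorescence, not activating the receptor alone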;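 note: compound read alongside a low EC10 to EC30 dose of BAM8-22 agonist; peak minus trough fluorescence over baseline measured at the second addition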
* marks the source's active call; other numbers are inactive results; i = inactive; . = not tested or not shown. This is a subset; the hit share may differ from the screen's.

SMILES	TRPC4 agonist	MrgX1 ag	TRPC6 activator	PolyA inhibitor	TRPC4 inh	TRPC4 PAM	MrgX1 antag	HIF activator	AI-2 QS mod	TRPC6 inhibitor	MrgX1 PAM
CC(=O)NC(Cc1ccc(F)cc1)C(=O)N1CCN(C(=O)NCc2ccccc2)CC1 (stereo unspecified)	i	i	i	i	i	i	i	-0.1	2	i	i
CC(C)[C@H](NC(=O)NC1CCCC1)C(=O)O	i	i	i	i	i	i	i	0.1	11	i	i
CSc1nc2c(c(=O)[nH]c(=O)n2C)n1Cc1ccccc1	i	i	i	i	i	i	i	2.7	6	i	i
Cc1ccc(-c2cc(C(=O)Nc3cc(C)ccc3C)[nH]n2)c(O)c1	i	i	i	i	i	i	i	2.7	19	i	i
COc1ccc(/C=N/N2CCOCC2)cc1O	i	i	i	.	i	i	i	-1.6	11	i	i
O=C(O)CCCCCNc1ncnc2ccc(Br)cc12	i	i	i	i	i	i	i	0.0	20	i	i
CCOC(=O)c1cnn(-c2ccccc2)c1NC(=O)c1ccccc1C	i	i	i	i	i	i	i	-0.4	12	i	i
C=CCNC(=O)c1cc2c(C(F)(F)F)nn(C)c2s1	i	i	i	i	i	i	i	-0.1	-2	i	i
Cc1ccc(NC(=O)COc2ccc(-n3ccnc3)cc2)cc1Cl	i	i	i	i	i	i	i	-0.4	32	i	i
CNC(=O)c1[nH]cnc1C(=O)Nc1ccccc1C	i	i	i	i	i	i	i	-0.5	12	i	i
Cc1ccccc1C(=O)Oc1ccc(Br)cc1C(=S)N1CCCC1	i	i	i	i	i	i	-9.4*	0.1	15	i	i
Cc1c(C(=O)O)sc2nc(CSc3nnc(-c4ccc(F)cc4)n3C)[nH]c(=O)c12	i	i	i	i	i	i	i	-0.2	21	i	i
CC(=O)Nc1ccc(S(=O)(=O)Nc2cccc(-n3c(C)nc4ccccc4c3=O)c2)cc1	i	i	i	i	i	i	i	-2.1	20	i	i
COc1ccc(S(=O)(=O)N(CC(=O)N2CCN(C)CC2)C2CCCCC2)cc1OC	i	i	i	i	i	i	i	0.0	-2	i	i
CCOC(=O)CN1C(=O)CSc2ccc(S(=O)(=O)N3CCCC3)cc21	i	i	i	i	i	i	i	0.0	28	i	i
CCOc1ccc(NC(=O)CSc2nc(C)c3c(c2C#N)CCCC3)cc1	i	i	i	i	i	i	i	-0.1	2	i	i
COc1ccc(-n2c(SCC(=O)Nc3cc(C)on3)nc3ccc(O)cc3c2=O)cc1OC	i	i	i	i	i	i	i	-0.4	-6	i	i
O=C(CSc1nc(O)c(Cc2ccccc2)c(=O)[nH]1)Nc1ccccc1	i	i	i	i	i	i	i	0.3	24	i	i
Oc1ccc(Br)cc1C=Nc1cccn2cc(-c3ccccc3)nc12	i	i	i	i	i	i	i	1.9	6	i	i
CCOC(=O)c1ccc(NC(=S)N(CCN(C)C)Cc2cccs2)cc1	i	i	i	i	i	i	i	-0.4	6	i	i

Single values from the list.
MrgX1 antag with Cc1ccccc1C(=O)Oc1ccc(Br)cc1C(=S)N1CCCC1 is entered as -9.4*
HIF activator with COc1ccc(S(=O)(=O)N(CC(=O)N2CCN(C)CC2)C2CCCCC2)cc1OC is entered as 0.0

More records
SMILES	TRPC4 agonist	MrgX1 ag	TRPC6 activator	PolyA inhibitor	TRPC4 inh	TRPC4 PAM	MrgX1 antag	HIF activator	AI-2 QS mod	TRPC6 inhibitor	MrgX1 PAM
N#Cc1ccc(OCC(=O)N/N=C2\CCc3ccccc32)cc1	i	i	i	i	i	i	i	0.1	9	i	i
CC1(C)CC(=O)C=C(Nc2ccc3c(c2)CCC3)C1	i	i	i	i	i	i	i	1.2	15	i	i
O=C(COCc1cc(-c2ccc3c(c2)OCO3)on1)N1CCN(c2cccc(C(F)(F)F)c2)CC1	i	i	i	i	i	i	i	0.0	25	i	i
CC(=O)NC1CCCc2c1cnn2-c1ccc(C(C)(C)C)cc1 (stereo unspecified)	i	i	i	i	i	i	i	1.1	17	i	i
CC1CC(=O)C2=C(C1)Nc1nc3ccccc3n1C2c1cccnc1 (stereo unspecified)	i	i	i	i	i	i	i	0.5	5	i	i
COc1ccc(-c2noc(CN(C(=O)c3ccc4c(c3)OCO4)C(C)C)n2)cc1	i	i	i	i	i	i	i	-0.4	12	i	i
CC(NS(=O)(=O)OCC(Cl)(Cl)Cl)c1ccc(C(C)(C)C)cc1 (stereo unspecified)	i	i	i	i	i	i	i	-0.1	23	i	i
Cn1c(CCN2CCCCCC2)nc2cc(NC(=O)Nc3ccccc3)ccc21	i	i	i	i	i	i	i	-2.4	36	i	i
COc1nc2ccc(C)cc2cc1-c1noc(-c2ccccc2)n1	i	i	i	i	i	i	i	-0.2	2	i	i
CC1=C(C(N)=O)C(c2ccc(Cl)cc2)n2nc(CCCO)nc2N1 (stereo unspecified)	i	i	i	i	i	i	i	0.0	13	i	i
COc1ccc(-c2c(C#N)c(N)nc3c2CCCCCC3)cc1OC	i	i	i	i	i	i	i	-0.1	13	i	i
C(=C\c1ccccc1)/CSc1nc2ncccc2[nH]1	i	i	i	i	i	i	i	0.7	-38	i	i
Cc1c(C(=O)O)c(-c2ccccc2)nn1-c1ccccc1	i	i	i	i	i	i	i	-0.3	28	i	i
Cc1cc(-c2n[nH]c(=S)n2-c2ccc(F)cc2)nn1C	i	i	i	i	i	i	i	-0.1	-2	i	i
O=C(Cc1ccccc1)Nc1cccc([N+](=O)[O-])c1	i	i	i	i	i	i	i	-0.2	6	i	i
COc1ccc(/C=N/Nc2ncnc3scc(-c4ccccc4)c23)cc1OC	i	i	i	i	i	i	i	0.1	21	i	i
COc1ccc(C(=O)C2=NN(C(C)=O)CC2c2ccco2)cc1 (stereo unspecified)	i	i	i	i	i	i	i	1.3	.	i	i
CCc1ccc(NC(=O)C(=O)N/N=C(\C)CC(=O)NCCOC)cc1	i	i	i	i	i	i	i	0.0	3	i	i
CS(=O)(=O)N(CC(=O)Nc1ccccc1C(=O)N1CCCC1)c1ccc2c(c1)OCO2	i	i	i	i	i	i	i	-0.1	45	i	i
O=C(Nc1ccc(C(=O)NCC2CCN(Cc3ccccc3F)CC2)cc1)C1=CSCCO1	i	i	i	i	i	i	i	-0.1	8	i	i
O=C(Cn1ncc2c1-c1ccccc1OC2)Nc1ccc(Cl)cn1	i	i	i	i	i	i	i	-0.5	11	i	i
COc1ccc(NC(=S)NC2CCCCC2)c(OC)c1	i	i	i	i	i	i	i	0.4	0	i	i
CC(=O)Nc1ccc(S(=O)(=O)Nc2nc(-c3ccc(C(C)(C)C)cc3)cs2)cc1	i	i	i	i	i	i	i	0.6	4	i	i
Cc1ccc(N(C(=O)Nc2ccccc2)C2=NCCC2)cc1	i	i	i	i	i	i	i	-0.1	15	i	i
Cc1cc(OCCCC(=O)NC2=NCCS2)ccc1Cl	i	i	i	i	i	i	i	0.5	-1	i	i
O=C(Nc1ccnn1C1CCN(C(=O)c2ccc(F)c(Cl)c2)CC1)C1CC1	i	i	i	.	i	i	i	-0.2	9	i	i
CCCc1cc(=O)[nH]c(SCCN2C(=O)c3ccccc3C2=O)n1	i	i	i	i	i	i	-5.3*	0.7	7	i	i
Cn1ncc2c1ncn1nc(CCc3ccccc3)nc21	i	i	i	i	i	i	i	2.1	24	i	i
COc1ccc(CCNC(=O)Cn2ccc3c(OC)cccc3c2=O)cc1OC	i	i	i	i	i	i	i	-1.1	11	i	i
CCOC(=O)c1c(C)[nH]c(C(=O)NNC(=O)c2ccc(C(C)(C)C)cc2)c1C	i	i	i	i	i	i	i	-0.4	-9	i	i
CCOc1ccc(=O)n(-c2ccccc2)n1	i	i	i	i	i	i	i	-0.4	28	i	i
Cc1ccccc1C(=O)NCCN=C1NS(=O)(=O)c2ccccc21	i	i	i	i	i	i	i	0.0	21	i	i
COc1ccc(-c2csc(NC(C)=O)n2)cc1OC	i	i	i	i	i	i	i	1.4	15	i	i
O=C(CSc1nc2ncccc2[nH]1)Nc1ccccc1-c1ccccc1	i	i	i	i	i	i	i	.	33	i	i
Cc1cc(C)cc(OCC(=O)O/N=C(\N)c2cccnc2)c1	i	.	i	i	i	i	.	1.0	-96*	i	.
S=C(NC1CCCCC1)N(CCc1ccccc1)CCc1ccccc1	i	i	i	.	i	i	i	0.0	4	i	i
O=C1SCC(c2ccc(Cl)cc2Cl)=NN1Cc1nnc(-c2ccccc2)o1	i	i	i	i	i	i	i	0.1	8	i	i
CC(=O)/C(=N/Nc1ccccc1Cl)Sc1nnc(C(O)c2ccccc2)n1-c1ccccc1 (stereo unspecified)	i	i	i	i	i	i	i	-0.1	45	i	i
CCN(CC)CCNC(=O)c1c(C)n(-c2ccccc2)c2cc(Br)c(OC)cc12	i	i	i	i	i	i	-7.3*	-1.0	6	i	i
COc1ccccc1CC(=O)N1CCN(S(=O)(=O)c2cccs2)CC1	i	i	i	i	i	i	i	0.0	19	i	i
CC(C)NC(=O)C(c1ccc(F)cc1)N(Cc1ccco1)C(=O)CCC(=O)Nc1ccccn1 (stereo unspecified)	i	i	i	i	i	i	i	0.0	12	i	i
Cc1ccc(SCC(=O)OCC(=O)N(CC(C)C)c2c(N)n(Cc3ccccc3)c(=O)[nH]c2=O)c(C)c1	i	i	i	i	i	i	i	-2.2	20	i	i
Cc1nccn1CC(=O)N/N=C/c1cccs1	i	i	i	i	i	i	i	-0.2	10	i	i
Cc1cccc(NC(=O)CCC2CCN(C(=O)C3CC=CCC3)CC2)c1 (stereo unspecified)	i	i	i	i	i	i	i	0.1	20	i	i
O=C(NCc1ccccn1)c1cccc(S(=O)(=O)Nc2ccc(SC(F)F)cc2)c1	i	i	i	i	i	i	i	0.6	39	i	i
COc1cccc(-c2cc(C(=O)Nc3cc(C)n(Cc4ccc(Cl)cc4)n3)no2)c1	i	i	i	i	i	i	i	1.0	21	i	i
COC(=O)c1ccc(NC(=O)Cn2c(-c3nonc3N)nc3ccccc32)cc1	i	i	i	i	i	i	i	-1.3	14	i	i
